Screening results from PubChem BioAssay.
human PMI inhibition: inhibitors of human PMI, primary screen, biochemical, fluorescence intensity, coupled assay (AID 1209); inhibition, % at 20 µM, or IC50 in µM where a hit was titrated; purified PMI enzyme, coupled fluorescence intensity; higher % means a stronger effect; 0.42% of 190,000 active;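 note: plate controls were DMSO vehicle for no effect and wells lacking substrate for full effect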
WT yeast gro inh: growth inhibition of WT yeast, mitochondrial fusion screen; 2.1% of 190,000 active; inhibition, % at 10 µM; mitochondrial fusion phenotypic screen, WT strain; AID 1362; in the data active = inhibition above about 58%; tested in S. cerevisiae
Myeloid diff MLP: promotes myeloid progenitor differentiation. 1% of 360,000 active. calls only at 10 µM. AID 624256. ER-HoxA9 myeloid progenitors, lysozyme-GFP differentiation, flow cytometry;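 active = normalized GFP-positive differentiation at or above the plate's own cutoff, the solvent-only control mean plus 3 SD; inconclusive = no clear call, values can overlap the other calls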;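 note: cells exposed to compound for four days before flow analysis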
XIAP displacement: XIAP antagonists, biochemical, IAP family, fluorescence polarization (AID 1018); XIAP BIR domain, fluorescence polarization peptide displacement; higher % means a stronger effect; 0.007% of 200,000 active; displacement, % at 20 µM; hits with a dose series show IC50 in µM; in the data active = displacement above about 50%; note: a part of the inactive calls stands beside numbers as strong as those of hits
PMI inhibition: MPI inhibition at elevated mannose 6-phosphate – biochemical, fluorescence intensity, high mannose 6-phosphate, primary screen (AID 1220) | 0.66% of 190,000 active | recombinant PMI enzyme, coupled fluorescence intensity; higher % means a stronger effect | one-dose inhibition, % at 20 µM; IC50 in µM for titrated hits
Siah-1 displacement: blockers of Siah-1 interaction with plectin peptide – biochemical, fluorescence polarization, rhodamine-plectin, uHTS, primary screen (AID 1817); Siah-1 / rhodamine-plectin peptide fluorescence polarization; higher % means a stronger effect; one-dose displacement, % at 20 µM; IC50 in µM for titrated hits; 0.02% of 290,000 active;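 active = displacement of at least 50% at 20 µM, with a fluorescence ratio check between 0.3 and a set limit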;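 note: plate controls were Siah plus tracer with DMSO for no effect and tracer alone without Siah for full effect; strong numbers were not always called active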
RSV CPE inhibition: RSV antiviral activity via CPE protection, HEp-2 cells, primary 10 µM value included (AID 2391). HEp-2 cells, RSV-induced CPE inhibition; higher % means a stronger effect. CPE inhibition, % at 10 µM; hits with a dose series show IC50 in µM. 0.13% of 310,000 active; in the data active = a potency from the dose series; inconclusive = CPE inhibition mostly from about 23% at the one dose, without a potency; inactive = the rest, 99 in 100 with CPE inhibition below about 21%; note: strong numbers were not always called active
PhoP inhibition: PhoP-dependent GFP reporter repression – Salmonella Typhimurium, primary screen (AID 1863); S. Typhimurium PhoP-regulated promoter GFP reporter, 4 h; higher % means a stronger effect; one-dose inhibition, % at 50 µM; IC50 in µM for titrated hits; 0.16% of 300,000 active;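 active = inhibition over 29.93%, a cutoff 3 SD above the screen mean, later confirmed by dose response; inconclusive = inhibition over 29.93% but no dose response follow-up; inactive = inhibition at most 29.93% or unconfirmed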;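 note: 0% = low Mg2+ inducing control and 100% = high Mg2+ repressing control; strong numbers were not always called active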
TNAP activation fold: stimulation of alkaline phosphatase TNAP activity – biochemical, luminescent, no phosphate acceptor, uHTS, primary screen (AID 1001) | purified TNAP, luminescent activation assay, no phosphate acceptor; higher activation fold means a stronger effect | activation fold at 20 µM, or EC50 in µM where a hit was titrated | 0.03% of 200,000 active; in the data active = activation fold from about 3, or a potency from the dose series; inactive = the rest, 99 in 100 with activation fold below about 1.6; note: many of its hits are not listed in these tables
WT yeast gro inh mutant strain: second read-out of WT yeast gro inh, no call of its own (marks repeat the call); inhibition, %; mitochondrial fusion phenotypic screen, mutant strain inhibition
Myeloid diff MLP GFP+ MAC1+ %: second read-out of Myeloid diff MLP, no call of its own (marks repeat the call); GFP+ MAC1+ double positive, %; measured here: differentiation confirmed by MAC1 staining
* hit, by the source's call; i = inactive; ? = inconclusive; · = no result given; + = active, no number. Cut-off read from the data, not from the text of the source, unless noted: active = inhibition above about 50%; inactive = the rest.

SMILES	human PMI inhibition	WT yeast gro inh	WT yeast gro inh mutant strain	Myeloid diff MLP	Myeloid diff MLP GFP+ MAC1+ %	XIAP displacement	PMI inhibition	Siah-1 displacement	RSV CPE inhibition	PhoP inhibition	TNAP activation fold
Cc1ccc(-c2cc(-c3ccco3)c3c(N)c(C(=O)NN)oc3n2)cc1	·	·	·	+	0.7*	·	·	18%	6.9%	-2%	·
CCOc1ccc(-n2cc(C(=O)c3cc(Cl)ccc3O)cc(C#N)c2=O)cc1	-10%	59*	32*	i	0.1	-5.4%	-12%	-2%	5.4%	-1%	1
Cc1ccc(CCNC(=O)C2CCN(S(=O)(=O)c3cccc4nonc34)CC2)cc1	-8%	14	9	i	1.0	-1.3%	6%	6%	1.0%	12%	1
O=C(NCCc1nc(-c2ccccc2)cs1)c1ccc(Br)cc1	16%	7	2	i	1.4	-12%	7%	10%	2.0%	-6%	1.1
O=C(Cc1nc2ccccc2[nH]1)c1ccc([N+](=O)[O-])cc1	·	·	·	i	0.1	·	·	-5%	0.2%	-1%	·
CCc1ccc(C(=O)CSc2n[nH]c(-c3ccncc3)n2)cc1	-8%	-12	0	i	5.3	-7.5%	-22%	2%	?	-18%	0.9
Clc1ccc2nc(-c3ccc4c(c3)OCO4)cn2c1	-26%	21	37	i	2.4	-1.9%	-4%	-4%	6.3%	-6%	1.1
CCN(CC)CCN1C(=O)C(=O)/C(=C(/O)c2ccc(OC)cc2)C1c1cccs1 (stereo unspecified)	-10%	-2	3	·	·	-3.5%	-3%	-5%	·	0%	1
CNC(=O)CN(C)S(=O)(=O)c1ccc(F)cc1	3%	-21	-28	i	6.3	-3.1%	-6%	4%	0.0%	2%	1.1
CCCOP(=O)(c1ccc(N(C)C)cc1)C(O)c1cc(OC)c(OC)c(OC)c1 (stereo unspecified)	5%	12	23	i	0.5	1.2%	4%	2%	2.3%	-4%	1.1
O=C(Nc1cccnc1)C1CCN(S(=O)(=O)c2cccs2)CC1	-6%	-2	3	i	0.1	-9.4%	-2%	-1%	0.7%	0%	1
CC(=O)c1ccccc1NC(=O)COC(=O)c1ccccc1NC(=O)c1ccccc1	9%	-9	3	i	0.4	-1.4%	-6%	3%	2.9%	-19%	1.4
O=[N+]([O-])c1ccc(CSc2nnc(SCc3ccccc3)s2)cc1	12%	43	23	i	0.1	-9.0%	5%	4%	5.1%	12%	1.1
CCc1nnc(NC(=O)CCN(c2ccc(C)cc2)S(=O)(=O)c2ccccc2)s1	-3%	23	11	i	1.2	-1.4%	-3%	0%	0.3%	20%	0.9
Cc1ccc2[nH]c(O)c(N=Nc3ccccc3C)c2c1	·	·	·	i	3.2	·	·	17%	1.8%	0%	·

Shown comma-delimited: part of the list above
SMILES,human PMI inhibition,WT yeast gro inh,WT yeast gro inh mutant strain,Myeloid diff MLP,Myeloid diff MLP GFP+ MAC1+ %,XIAP displacement,PMI inhibition,Siah-1 displacement,RSV CPE inhibition,PhoP inhibition,TNAP activation fold
CCCOP(=O)(c1ccc(N(C)C)cc1)C(O)c1cc(OC)c(OC)c(OC)c1 (stereo unspecified),5%,12,23,i,0.5,1.2%,4%,2%,2.3%,-4%,1.1
O=C(Nc1cccnc1)C1CCN(S(=O)(=O)c2cccs2)CC1,-6%,-2,3,i,0.1,-9.4%,-2%,-1%,0.7%,0%,1
O=C(NCCc1nc(-c2ccccc2)cs1)c1ccc(Br)cc1,16%,7,2,i,1.4,-12%,7%,10%,2.0%,-6%,1.1

The results go on.
SMILES	human PMI inhibition	WT yeast gro inh	WT yeast gro inh mutant strain	Myeloid diff MLP	Myeloid diff MLP GFP+ MAC1+ %	XIAP displacement	PMI inhibition	Siah-1 displacement	RSV CPE inhibition	PhoP inhibition	TNAP activation fold
C[C@@H](C(=O)Nc1cccc(S(=O)(=O)N2CCOCC2)c1)N1C(=O)C2CC=CCC2C1=O (stereo partly specified)	-1%	3	10	i	0.0	-7.8%	2%	-2%	-0.9%	-1%	1.1
CC(NC(=O)CSc1nc2c(c(C(F)(F)F)n1)CCc1ccccc1-2)c1ccccc1 (stereo unspecified)	-6%	32	12	i	0.3	1.1%	16%	-5%	2.5%	-7%	1
CCC(=O)Nc1ccc2c(c1)nc(CCNC(=O)c1ccco1)n2C	·	·	·	i	2.7	·	·	11%	0.3%	1%	·
CCN(CC)S(=O)(=O)c1cccc(C(=O)N[C@H](C(=O)OCC(=O)Nc2ccccc2)C(C)C)c1	15%	1	4	i	0.2	-6.5%	16%	3%	1.1%	-4%	1
COC(=O)c1sccc1NC(=O)Cc1ccc(OC)cc1	-8%	-7	12	i	0.1	-15%	-21%	3%	21%	-18%	1.1
CC(=O)Nc1ccc(S(=O)(=O)Nc2cccc(-c3cn4c(n3)SCC4)c2)cc1	2%	7	6	i	0.1	-5.0%	4%	-1%	6.2%	-9%	0.9
CCOC(=O)C1(CC2CC2)CCN(Cc2ccc(OC)cc2F)CC1	-12%	·	·	i	0.5	-9.0%	-6%	-2%	0.4%	4%	1
CCCOC(=O)c1[nH]c2c(c1C)C(=O)CC(c1cc(OC)c(OC)c(OC)c1)C2 (stereo unspecified)	9%	26	2	+	8.6*	-4.2%	8%	0%	-0.1%	0%	1.2
COc1cccc(CNc2ncnc3cc(Cl)ccc23)c1	5%	9	-11	i	1.6	0.9%	9%	1%	·	4%	1
CN(C)NC1=CC(=[N+]2CCCC2)CC(C)(C)C1	19%	-13	10	i	0.5	-4.2%	13%	1%	1.4%	-3%	1
Cc1c[nH]c2cccc(OCC(CNC(C)(C)C)OC(=O)c3ccccc3)c12 (stereo unspecified)	·	·	·	i	0.2	·	·	-1%	-0.5%	0%	·
COC(=O)C1=C(C)N(c2ccccc2)/C(=C/c2cccs2)C1=O	4%	2	27	i	5.2	-8.5%	14%	-4%	-1.2%	-14%	1
COc1ccc(-c2noc(CCC(=O)NC3CCCCC3)n2)cc1	·	·	·	i	2.5	·	·	2%	8.0%	-1%	·
O=C(CCN1CCC(c2ccccc2)C1)c1ccccc1 (stereo unspecified)	5%	0	7	i	7.0	-7.9%	6%	-1%	-0.5%	4%	1
O=C(CN(Cc1ccccc1)S(=O)(=O)c1ccc(Br)cc1)NCc1ccco1	2%	13	2	i	1.4	-3.1%	3%	-8%	-1.5%	-8%	1.2
N#Cc1cc(-c2ccccc2)nc(N2CCNCC2)n1	·	·	·	i	0.8	·	·	-5%	19%	-9%	·
Cc1nc(SCC(=O)NCc2ccccc2)c2c(=O)n(C)c(=O)n(C)c2n1	13%	18	8	i	2.7	-6.2%	14%	13%	0.4%	0%	1
C=CCn1c(SCC(=O)NC)nnc1C12CC3CC(CC(C3)C1)C2	·	·	·	i	0.4	·	·	-3%	-0.2%	11%	·
CCOc1ccc(NC(=S)N2CCCCCC2)cc1	-10%	-1	3	i	0.7	-8.8%	-1%	-6%	-0.4%	-4%	1.1
CCOC(=O)C1(CC2CC2)CCN(C(=O)c2cc(OC)nc3ccccc23)CC1	4%	3	5	i	0.8	0.3%	2%	-4%	0.1%	·	1.1
Cc1ccc(S(=O)(=O)Nc2ccccc2CNc2cccc(C)n2)cc1	15%	15	-3	i	0.3	-0.4%	4%	9%	3.0%	-5%	1.1
CCCCN(C(=O)CCC(=O)Nc1cc(C)on1)C(C(=O)NC1CCCC1)c1ccc(OCC)cc1 (stereo unspecified)	·	·	·	i	0.9	·	·	11%	6.8%	-1%	·
Cc1nn(Cc2ccccc2)c(Cl)c1C(=O)NCCc1ccccc1	11%	-4	2	i	1.3	-4.9%	7%	-1%	3.0%	7%	1.1
O=C(Cn1nnc(-c2ccc3c(c2)OCO3)n1)Nc1ccccc1C(=O)O	·	·	·	i	0.9	·	·	6%	1.4%	6%	·
COc1ccc(CCNC(=O)C2CCCN2C(=O)Nc2cccc(C(C)=O)c2)cc1OC (stereo unspecified)	0%	3	0	i	0.5	-6.4%	1%	4%	0.2%	-5%	1.1
Brc1ccc(-c2nn3c(-c4ccco4)nnc3s2)o1	-13%	8	11	i	1.9	-0.1%	-105%	-1%	2.2%	5%	1.1
COc1ccccc1C(=O)Nc1ccnn1C1CCN(CCC(C)c2ccc(C)o2)CC1 (stereo unspecified)	·	·	·	i	1.1	·	·	-2%	-0.1%	4%	·
Cc1ccc(NC(=O)c2cc(NC(=O)/C=C\C(=O)O)ccc2N2CCCCC2)cc1	·	·	·	i	0.4	·	·	4%	12%	-4%	·
O=C(COC(=O)CNS(=O)(=O)c1cccc(Br)c1)Nc1ccccc1Sc1ccccc1	24%	2	-28	i	0.2	-4.8%	8%	0%	0.7%	5%	0.9
CCc1nc2nc(C)c(NS(=O)(=O)c3ccc(CC(C)C)cc3)c(=O)n2[nH]1	·	·	·	i	0.7	·	·	-3%	1.1%	3%	·
N/C(=N\OC(=O)c1ccc(Cl)cc1Cl)c1cccnc1	4%	15	3	i	0.3	-4.5%	2%	4%	7.1%	·	1
Cc1cc(C)c(S(=O)(=O)c2ccc(Cl)cc2)c(Cl)n1	18%	-3	-1	i	0.2	-6.7%	7%	2%	0.9%	-3%	1.1
CCN(CCn1cccn1)C(=O)c1ccc2nc(Cc3ccc(OC)cc3)oc2c1	·	·	·	i	4.5	·	·	2%	1.9%	2%	·
CCOc1ccc(C2NC(=O)c3ccccc3O2)cc1OC (stereo unspecified)	·	·	·	i	0.6	·	·	-4%	0.4%	6%	·
CC12c3ccccc3C(c3ccccc31)C1C(=O)N(Cc3cccnc3)C(=O)[C@H]12 (stereo partly specified)	4%	-4	4	i	0.2	-4.8%	-8%	12%	5.1%	-9%	1.1
Cc1cc(NC(=O)c2c(F)cccc2Cl)n(-c2nc3ccccc3[nH]2)n1	-4%	20	-2	i	0.8	-2.3%	-6%	-7%	-1.4%	1%	1
CCCCCC(=O)N1CC2(C)CN(C(=O)CCCCC)CC(C)(C1)C2=O	2%	-7	6	i	0.4	-3.0%	-1%	0%	-0.7%	10%	1.1
COc1cccc(Cn2c(=O)sc3ccccc3c2=O)c1	10%	4	-11	i	0.2	-4.0%	3%	-4%	0.3%	-3%	1.1
CCOC(=O)Cc1csc(NC(=O)/C=C/c2ccccc2Cl)n1	·	·	·	i	0.9	·	·	10%	41%	-7%	·
CCN1CCN(Cc2c(C)[nH]c3ccc(C(=O)OC)cc3c2=O)CC1	10%	-1	24	i	0.6	-2.1%	12%	-1%	-0.1%	-2%	1.1
C=CCOc1ccc(Cl)cc1CNC1CCCC1	-9%	10	8	i	0.6	-6.2%	-10%	2%	0.6%	-8%	1.1
Cc1cc2nc(-c3ccc(SCC(=O)N4CCOCC4)nc3)[nH]c2cc1C	8%	13	14	i	7.3	-1.8%	4%	-2%	-1.5%	-12%	1.1
CNS(=O)(=O)c1cn(CC(=O)NCc2ccc(F)cc2)cc1S(=O)(=O)NC	·	·	·	i	0.8	·	·	3%	0.1%	2%	·
CC(=O)NNc1cccc(Cl)n1	7%	-8	-2	i	0.6	0.1%	5%	-3%	-0.2%	-4%	1.1
CCCc1nc(Cl)c(C#N)c2c1CCCC2	13%	12	-7	i	0.5	-4.8%	12%	0%	4.8%	14%	1
